Bioassay records from PubChem BioAssay.
Peg3 prom inh = Peg3 promoter-driven luciferase inhibitors, primary screen, cell-based, HeLa, luciferase luminescence; HeLa PEG-Prom luciferase reporter, overnight; inhibition, % at 20 µM; hit rate 1.7% among 360,000; AID 588405, 2011;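 active = inhibition of at least 50% at 20 µM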
hiPSC survival = enhancers of single-cell hiPSC survival, primary screen, ATPlite luminescence | 100% = ROCK inhibitor wells, 0% = DMSO | survival enhancement, % at 20 µM | hit rate 0.044% among 360,000 | AID 602274, 2012; in the data active = survival enhancement above about 18%;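 also: cells exposed to compounds for 16 hours before the ATP read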
TRPM1 prom inh = inhibitors of MITF-dependent TRPM1 promoter reporter, primary screen, cell-based, SK-MEL-5, single point, luciferase. SK-MEL-5 TRPM1 promoter luciferase, 24 h. inhibition, % at 12.5 µM. hit rate 0.83% among 330,000. AID 488899, 2010;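 active = mean inhibition across replicates of 60% or more, whatever share of single replicates reaches that level; inconclusive = some that reach 60%, reason not given; inactive = mean inhibition across replicates below 60%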; also: values of inactives mirror those of a sister screen read the other way
NR2E3 ag-1 = NR2E3 agonists in two-hybrid cells, primary screen, cell-based, luminescence, CHO-S, Gal4-NCOR/VP16-NR2E3; Photoreceptor-specific nuclear receptor (Homo sapiens), Q9Y5X4; luciferase; inhibition of corepressor binding, % at 3.98 µM; hit rate 0.35% among 360,000; AID 602229, 2012;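 active = inhibition above the mean of all tested compounds plus 3 SD, cut at about 70% in these data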;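 also: 0% = DMSO with NR2E3 transfected cells and 100% = cells lacking NR2E3 construct; higher means lower luciferase signal from less NR2E3 corepressor binding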
PDI inh = inhibitors of human PDI, primary screen, biochemical, turbidity, single point, plate reader | Protein disulfide-isomerase (Homo sapiens), P07237 | hit rate 0.052% among 350,000 | inhibition, % at 10 µM | PDI insulin aggregation turbidity, A650, 90 min;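 active = mean inhibition across replicates of 30% or more, whatever share of single replicates reach that level; inconclusive = mean inhibition below 30% while every single replicate reaches 30%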;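 also: absorbance from insulin aggregation driven by PDI reduction with DTT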
Target sequence (P07237 whole entry, looked up): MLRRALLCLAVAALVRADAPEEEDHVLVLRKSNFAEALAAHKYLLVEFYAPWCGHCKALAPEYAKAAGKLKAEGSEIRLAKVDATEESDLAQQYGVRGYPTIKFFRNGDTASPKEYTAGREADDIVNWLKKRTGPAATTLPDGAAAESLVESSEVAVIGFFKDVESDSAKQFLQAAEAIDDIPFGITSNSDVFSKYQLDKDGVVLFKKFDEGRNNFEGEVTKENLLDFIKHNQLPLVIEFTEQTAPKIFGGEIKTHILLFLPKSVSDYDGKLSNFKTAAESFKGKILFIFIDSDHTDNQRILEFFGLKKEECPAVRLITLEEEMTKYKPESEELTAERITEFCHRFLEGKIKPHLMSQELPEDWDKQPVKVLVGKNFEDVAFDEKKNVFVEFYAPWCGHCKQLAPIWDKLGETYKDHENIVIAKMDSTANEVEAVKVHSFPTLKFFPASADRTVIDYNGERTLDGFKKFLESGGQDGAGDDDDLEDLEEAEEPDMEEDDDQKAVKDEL
CaV13 FRET inh = Disruptors of the CACNA1D IQ motif to Ca2+-dependent inactivation inhibitor domain association, primary screening, Förster resonance energy transfer in intact living … | HEK cells, CFP/YFP FRET ICDI-IQ, plate reader, 10 min; percent FRET-ratio fall versus neutral wells | inhibition, % at 12.3 µM | hit rate 0.098% among 340,000;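 active = mean replicate inhibition of at least 30% and at least 1% of replicates passing that level; inconclusive = only one of the two criteria is met; inactive = neither criterion is met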;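 also: 0% = median of the neutral control wells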
Shn3 inh set2 = reduction of Shn3 3'UTR firefly luciferase signal, primary screen, Schnurri-3 inhibitor project, cell-based, Clone20 osteoblasts, set 2 | inhibition, % at 12.5 µM | hit rate 0.52% among 360,000 | Clone20 osteoblast Shn3 3'UTR firefly luciferase, 24 h;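 active = mean inhibition of at least 75% with every replicate also reaching 75%; inconclusive = mean inhibition at least 75% but some replicate below; inactive = mean inhibition below 75%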;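 also: 0% = median of neutral control wells and 100% = pilot-screen positive control compound; some compounds past the cut are filed as inactive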
HIF-2a inh = HIF-2a reporter inhibitors, primary screen, luminescence, 786-0 RCC cells; 786-0 RCC cells HIF-2a reporter, luciferase luminescence, overnight; hit rate 0.72% among 360,000; inhibition, % at 18.8 µM;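 active = inhibition of the luminescence signal of 40% or more relative to plate controls, in a single-dose primary screen at 18.75 µM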
HTR2A ag = mouse Htr2a agonists via beta-arrestin recruitment, primary screen, cell-based, luminescence. 5-hydroxytryptamine receptor 2A (Mus musculus), P35363. CHO-K1 mHTR2A beta-arrestin complementation; percent of 30 µM serotonin response. activation, % at 7.6 µM. hit rate 0.66% among 360,000. AID 624169, 2012;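 active = activation above a run cutoff, the mean activation of all tested compounds plus 3 SD, cut at about 14% in these data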;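 also: 0% = plate median of compound wells and 100% = 30 µM serotonin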
Target sequence (P35363 whole entry, looked up): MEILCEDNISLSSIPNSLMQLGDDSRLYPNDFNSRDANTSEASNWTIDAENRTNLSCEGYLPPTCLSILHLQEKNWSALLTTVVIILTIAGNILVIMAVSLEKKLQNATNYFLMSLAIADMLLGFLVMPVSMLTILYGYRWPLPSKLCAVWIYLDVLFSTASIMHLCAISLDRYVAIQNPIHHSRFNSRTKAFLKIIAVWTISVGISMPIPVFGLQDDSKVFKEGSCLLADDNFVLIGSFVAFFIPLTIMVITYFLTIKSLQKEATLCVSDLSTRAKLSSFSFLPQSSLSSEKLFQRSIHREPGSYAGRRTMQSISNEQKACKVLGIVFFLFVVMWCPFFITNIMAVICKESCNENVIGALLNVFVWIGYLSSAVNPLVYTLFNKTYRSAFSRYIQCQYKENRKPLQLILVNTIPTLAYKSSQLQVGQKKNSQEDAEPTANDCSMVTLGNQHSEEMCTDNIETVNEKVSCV
NR2E3 ag-2 = inhibitors of NR2E3-RetCOR corepressor binding, primary screen, NR2E3 agonist project, biochemical, TR-FRET, GST-NR2E3, biotin-RetCOR; Photoreceptor-specific nuclear receptor (Homo sapiens), Q9Y5X4; 1536-well; inhibition of corepressor binding, % at 4.78 µM; hit rate 0.12% among 320,000; AID 2300, 2010;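 active = percent inhibition above the cutoff of mean plus 3 SD of all tested compounds, set per screening campaign, cut at about 20% in these data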;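 also: 0% = DMSO wells and 100% = biotin wells as full block of FRET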
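Material: NR2E3–RetCOR corepressor complex | Quantity: 1.35 nM GST-tagged NR2E3 final | Schedule: 5 h at 4 °C | Replication: Singlicate compound wells | Reagent: RetCOR corepressor, biotinylated, 7 nM | Controls: Biotin wells as high control, 0.6% DMSO wells as low control | Signal: TR-FRET, Eu(K)-anti-GST donor, streptavidin-D2 acceptor, ex 340, em 617/671 nm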
Cardio protect = cardioprotection against H2O2-induced cell death, primary screen, uHTS, H9c2 cells, ATPLite luminescence; hit rate 0.63% among 360,000; H9c2 cardiomyocytes, H2O2 injury protection, 2 h; protection from H2O2 cell death, % at 20 µM;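 active = compounds giving at least 50% protection of heart cells from peroxide-induced death in the single-dose screen, raw or plate-pattern-corrected value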;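 also: 0% = DMSO wells with peroxide and 100% = DMSO wells without peroxide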
Starred values were filed as active, the others as inactive; ? = inconclusive; · = no result given.

Screens in order – Peg3 prom inh	hiPSC survival	TRPM1 prom inh	NR2E3 ag-1	PDI inh	CaV13 FRET inh	Shn3 inh set2	HIF-2a inh	HTR2A ag	NR2E3 ag-2	Cardio protect
C[C@@H](OC(=O)c1[nH]cnc1C(=O)N1CCc2ccccc2C1)c1ccccc1
    -1.3	-0.2	12.5	-4.2	5.9	-3.9	4.2	7.2	1.0	·	19.1
Cc1cc(Br)ccc1S(=O)(=O)n1ccnc1C
    10.9	-1.4	8.5	1.0	4.4	-6.2	-3.2	13.4	4.9	-1.9	-2.6
COc1ccc(C2C(C(=O)c3ccccc3)=C(C)Nc3nc4ccccc4n32)cc1OC (stereo unspecified)
    -2.4	1.7	18.4	-28.3	-7.1	-8.3	-9.7	-34.9	0.8	0.7	6.9
Cc1cccc(C)c1C(O)c1ncc(-c2ccccc2C(F)(F)F)[nH]1 (stereo unspecified)
    9.8	3.0	·	16.0	1.1	-4.7	1.2	8.1	1.1	·	-3.8
O=C(CSc1ncnc2c1oc1ccccc12)Nc1ccccc1F
    9.9	1.4	-17.3	-10.6	5.0	-5.7	11.6	-7.2	12.5	4.0	-11.5
Cc1snc(SCc2ccc(F)cc2)c1C#N
    -39.9	-0.6	-1.8	-0.9	7.9	-5.2	-2.1	-41.1	-0.2	5.6	1.4
Cc1cc(C)nc(SCC(=O)Nc2cccc(S(=O)(=O)N(C)C)c2)n1
    12.2	0.1	14.8	-5.2	6.7	-6.3	27.6	20.8	5.5	-0.7	-14.6
N#Cc1c(-n2ccnc2)cccc1-n1ccnc1
    4.7	-0.8	-5.0	-5.7	0.4	-3.5	-0.1	2.6	-1.5	-3.1	12.7
Cn1cccc1/C=C(/C#N)c1ccc(F)cc1
    -12.9	0.0	-19.2	-13.8	0.4	-2.7	-8.4	-40.6	-4.2	-1.0	-10.9
CC(C(=O)NCc1ccco1)n1ccc2cc(S(=O)(=O)N3CCCCC3)ccc21 (stereo unspecified)
    0.1	0.9	2.2	8.7	1.3	-2.1	11.7	1.8	1.9	-1.5	-7.5
CC(=O)OCCSc1c(-c2ccccc2)c2cc(Cl)ccc2[nH]c1=O
    23.2	-0.1	-0.4	-3.1	3.9	-2.3	-13.4	19.8	5.1	0.7	-5.2
CCOc1ccc2c(c1)c(N=NC(=N)N)c(O)n2C
    14.9	-1.0	12.0	-35.7	?	-3.0	3.6	16.4	-3.1	-5.9	6.2
Cc1cc(OC(C)C(=O)NC2CC(C)(C)NC(C)(C)C2)c2c(C)c(C)c(=O)oc2c1 (stereo unspecified)
    -19.1	-1.3	·	0.8	17.5	-4.5	-10.7	-32.1	1.3	·	10.7
CC1CCCN(C(=O)C(C)Nc2cc(Cl)ccc2N2CCOCC2)C1 (stereo unspecified)
    17.2	-0.3	26.5	-2.2	-1.3	-2.3	2.5	14.8	-3.2	2.9	-2.5
CCC(NC(=S)NCc1ccc(F)cc1)c1ccccc1 (stereo unspecified)
    11.8	-0.5	7.1	-7.2	0.5	-6.1	14.5	6.4	5.5	-4.0	-8.9
CC(C)(C)C(=O)c1sc2nc(-c3cccs3)cc(C(F)(F)F)c2c1N
    -22.1	-1.7	-18.1	-16.2	14.8	-7.0	6.1	15.5	1.0	0.9	-8.2
N#C/C(=C(/O)c1ccc(F)cc1)c1nc2ccccc2s1
    -191.9	-1.0	-14.7	-118.7	6.7	-3.1	-35.0	-264.6	2.7	3.1	-26.4
COc1cccc(C(=O)N2CCN(CCCc3ccccc3)CC2)c1OC
    0.6	-0.6	-0.9	-25.8	6.2	-4.9	5.2	4.4	4.5	2.6	2.9
O=C(O)c1cc2nc(-c3ccccc3)cc(C(F)(F)F)n2n1
    4.5	4.0	-0.2	-1.6	-2.7	-9.0	-15.9	13.1	-2.9	1.6	-0.8
O=C(CN1C(=O)/C(=C\c2cccc(Br)c2)Oc2ccccc21)NCCCN1CCOCC1
    46.1	-0.4	-29.2	-3.3	-7.5	-15.2	-18.2	-72.0	-5.8	-1.9	-16.1
O=C(NCCCn1ccnc1)C(=O)NCC1OCCN1S(=O)(=O)c1ccc(Br)cc1 (stereo unspecified)
    9.3	-1.8	10.1	2.9	-16.6	-6.9	19.7	8.9	2.7	0.3	3.5
CCCCC(=O)Nc1nnc(SCC(=O)NC2CC2)s1
    12.3	0.0	-0.3	19.4	-1.0	-2.6	-23.2	2.6	-11.4	1.2	-4.1
CC1(C)OC2OC(COC(=O)c3ccc([N+](=O)[O-])cc3)C3OC(C)(C)OC3C2O1 (stereo unspecified)
    1.4	2.6	-0.6	8.5	2.6	-3.3	7.1	5.0	-0.9	-4.1	3.8
Cc1cccc(C(O)c2ncc(-c3ccc(Cl)cc3)[nH]2)c1C (stereo unspecified)
    8.8	0.6	·	3.5	-0.9	-7.1	-2.9	13.2	-7.8	·	-19.3
Cc1ccc(/C=N/NC(=S)NC2CCCCC2)o1
    -208.3	-0.1	-43.2	-77.2	-5.3	-6.4	-59.3	-248.5	4.4	-0.2	-6.5
N#Cc1cc(-c2ccccc2)nnc1Sc1ccc(Cl)cc1
    12.0	5.8	-4.3	-1.6	6.3	·	-3.7	9.7	-2.5	-0.2	-4.9
Cc1ccc(OCc2ccc(C(=O)Nc3nc4ccccc4n3C)o2)c([N+](=O)[O-])c1
    7.2	0.7	-8.6	4.8	-6.2	-5.0	14.5	-13.8	-0.1	2.3	0.2
COc1ccc(CNC(=O)C2CCC(CNc3c(N4CCC(C)CC4)c(=O)c3=O)CC2)cc1 (stereo unspecified)
    7.8	-0.6	-10.7	5.0	-0.7	-1.9	14.8	21.8	2.2	0.3	5.2
Cc1ccc(C)c(N(C(=O)c2csnn2)C(C(=O)NC2CCCCC2)c2cccnc2)c1 (stereo unspecified)
    9.0	-0.2	-2.4	-22.3	-11.8	-1.8	-32.8	16.1	-3.5	7.0	-1.4
Cc1cc(Cl)c2oc(C(=O)NC3CCC(O)CC3)c(C)c2c1 (stereo unspecified)
    -44.4	-0.3	-31.2	-21.9	2.3	-4.4	-36.7	-120.8	-2.2	3.2	3.2
CCN1CCN(C(=S)NCC2CCCO2)CC1 (stereo unspecified)
    20.9	-0.7	0.1	-17.6	1.4	-3.8	-11.5	19.3	0.2	2.6	-0.4
O=C(Nc1ccc2ccccc2c1)Nc1ccc2snnc2c1
    -70.9	-0.9	6.5	22.3	6.6	·	12.3	-133.3	-8.0	1.3	-23.8
CN(C)C(=S)c1ccc(N(C)C)cc1
    -25.5	-0.6	10.2	-7.5	8.2	-17.3	-21.6	-7.5	1.7	-3.6	-5.7
CCn1cc(CNC(=O)CCc2nnc(CCC3CCCCC3)o2)cn1
    21.3	-1.9	0.4	-9.4	12.2	-0.6	8.4	9.0	2.1	2.7	3.4
Cc1nn(-c2ccc(N3CCOCC3)nn2)c(C)c1CCC(=O)NCc1ccccc1
    -15.0	-0.3	-12.7	-9.9	-2.3	-5.5	-9.3	-2.8	1.1	0.3	-0.8
COc1ccc(Cl)cc1C(=O)NC1=NCCS1
    -19.8	1.0	·	-42.7	-6.6	-5.0	-6.7	-71.2	-2.5	2.2	11.4
CC1(C)N=C(SCC(=O)Nc2ccc(Cl)cc2Cl)C(c2ccccc2)=N1
    13.6	0.4	3.2	-12.1	-2.3	-7.9	8.9	31.4	-2.3	-0.6	-1.5
Cc1c(C(=O)Nc2ccc(Cl)cn2)oc2ccccc12
    -97.6	0.3	-18.6	-12.3	-3.5	-5.1	-49.5	-86.0	1.4	-2.6	-10.5
C=CCNC(=O)c1snnc1-c1ccccc1
    9.5	4.1	-1.8	1.1	3.6	·	-11.8	26.2	-2.3	0.7	-5.2
c1ccc(-c2cnc(CSc3nnc4ccccn34)o2)cc1
    -160.9	-0.7	-44.7	-116.0	2.1	-4.9	-66.3	-110.2	1.6	2.0	3.6
Cc1cc(C(=O)N/N=C/c2cccc3ccccc23)c(C)o1
    -188.4	-0.6	-54.5	-74.7	-7.9	-3.0	-10.4	-160.6	-9.0	2.2	-3.4
N#Cc1c(-c2ccc(Cl)cc2)ccnc1N1CCOCC1
    -129.8	2.4	-35.8	-34.8	9.5	-4.6	-8.8	-179.3	1.2	-4.1	-2.1
Cc1cc(C)c(NC(=S)N(CCN2CCCCC2)Cc2ccco2)c(C)c1
    0.6	-0.9	-16.3	-4.2	1.0	2.3	-8.4	0.9	-1.2	0.5	-5.1
Cc1cc(C)c2nc(-c3ccccn3)cc(C(=O)N3CCCC3)c2c1
    1.5	-0.4	12.0	-35.0	12.7	·	6.4	15.6	7.7	1.5	9.7
COC1CCCN(C(=O)c2cccc(OC3CCN(S(C)(=O)=O)CC3)c2)C1 (stereo unspecified)
    -3.8	-0.5	0.1	11.9	0.2	-5.7	-20.8	-16.9	0.1	-2.3	-3.2
O=C(c1cn2ccccc2n1)N1CCCC(Nc2ccc(F)c(F)c2)C1 (stereo unspecified)
    -4.1	0.1	-25.1	-30.5	0.7	-2.2	9.7	8.9	-3.7	-0.1	-4.3
O=C(CCc1nc(-c2ccccc2Cl)no1)NCc1ccco1
    -1.0	0.7	6.2	-5.2	-3.4	-6.5	12.0	12.1	1.6	0.2	-4.7
Cc1ccc(-c2nc(C(=O)NC3CCCCCC3)no2)cc1
    -226.1	-1.5	·	-114.1	·	-1.9	-3.6	-222.9	-2.5	0.2	-23.1
NC(=O)C1CCN(C(=O)Cc2ccc([N+](=O)[O-])cc2)CC1
    1.9	3.0	8.1	4.5	10.6	-17.2	10.1	7.3	9.6	-3.5	10.6
Cc1[nH]c(SCC(=O)c2c(N)n(C)c(=O)n(C)c2=O)nc1Cc1ccccc1
    0.4	0.0	-8.0	3.0	1.2	-6.1	10.7	-3.5	1.4	·	1.0
Nn1c(SCc2ccccn2)nncc1=O
    6.5	2.3	4.7	-5.4	-0.1	3.5	-28.7	13.9	8.9	3.1	4.0
